Assay outcomes from PubChem BioAssay.
RAD54 branch: inhibitors of human RAD54 branch migration, primary screen, biochemical, fluorescence, single point | actives 0.14% (n = 360,000) | RAD54 Holliday junction branch migration, FAM/BHQ fluorescence | DNA repair and recombination protein RAD54-like (Homo sapiens), Q92698 | AID 602329, 2012 | inhibition, % at 10.4 µM;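 active means mean normalized replicate activity at least 40 and at least half of replicates scoring 40 or more; inconclusive means only one of the two criteria met; inactive means mean below 40 and under half of replicates reaching 40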;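 further: 0% = median of neutral control wells and 100% = median of positive control wells; inhibitors cause a drop in the FAM fluorescence signal; in these data hits start at about 50%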
Xi reactivation: activators of inactive X chromosome reactivation, primary screen, imaging, XiGFP fibroblasts, GFP high-content imaging, set 2 | XiGFP mouse fibroblasts, % GFP-positive cells imaging, 3 d; cells co-treated with 5-aza-dC sensitizer; scaled so ellipticine positive control = 100% | activation, % at 7.58 µM | actives 0.055% (n = 360,000) | AID 743238, 2013;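 active means mean normalized replicate activation at least 10% and every replicate at or above 10%; inconclusive means only one of the two criteria met; inactive means mean below 10% and not all replicates reach 10%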;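 further: 0% = median of on-plate neutral control wells and 100% = ellipticine 6 µM median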
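Material: XiGFP fibroblasts, SV40-immortalized. Buffer or medium: DMEM plus 5-aza-dC sensitizer. Compound: single concentration per compound, delivered by pin transfer. Times: 3 days compound exposure. Controls: ellipticine 6 µM.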
S100A4 inh HTS: inhibitors of S100A4-myosin IIA peptide binding, primary screen, biochemical, fluorescence polarization, TAMRA-MyoIIA peptide; actives 0.14% (n = 360,000); AID 652163, 2013; inhibition, % at 10.7 µM; Protein S100-A4 (Homo sapiens), P26447;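 active means mean inhibition of at least 70% across replicates, with every replicate also reaching that level; inconclusive means mean inhibition reaches 70% but some replicates fall short; inactive means mean inhibition below 70%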
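Test system: S100A4 monomer protein; Medium: HEPES pH 7.2 with CaCl2, KCl, NaCl, DTT, Triton; Probe or stimulus: TAMRA-labelled myosin IIA heavy-chain peptide probe, 5 nM; Doses: one dose per compound; Times: polarization read 5 min after assay mix addition, stable 5–60 min; Benchmarks: neutral control DMSO, positive control TFP.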
ERp5 block: inhibitors of ERp5-driven insulin aggregation, primary screen, biochemical, turbidity, absorbance 650 nm, single point | Protein disulfide-isomerase A6 (Homo sapiens), Q15084 | 90 min | inhibition, % at 9.99 µM | actives 0.05% (n = 350,000);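 active means mean replicate inhibition above about 25%, with every replicate also reaching it, limit read from the data, passing the limit was not always enough; inconclusive means only one of those two criteria met; inactive means neither criterion met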
ERAP1 HTS inh: human ERAP1 aminopeptidase inhibitors, primary screen, biochemical, single point, plate reader | Endoplasmic reticulum aminopeptidase 1 (Homo sapiens), Q9NZ08 | recombinant ERAP1, Leu-AMC fluorescence, 60 min | inhibition, % at 10.7 µM | actives 0.15% (n = 340,000) | AID 652197, 2013;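 active means mean replicate inhibition of at least 30%, or all replicates individually reaching that 30% level; inactive means mean below 30% and not every replicate reaching it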;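 further: 0% = neutral control wells and 100% = L-leucinethiol positive control wells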
esBAF inh: Bmi1 luciferase reporter increase in mESCs, primary screen, esBAF inhibitor project, mouse ES cells, Bmi1 luciferase knock-in, single point; 24 h; 100% = twice the neutral-well signal; reporter increase, % at 12.5 µM; AID 602393, 2012; actives 2% (n = 350,000); in the data active means activation above about 40%; inconclusive means no clear call, values can overlap the other calls;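 further: 0% = median of the plate's neutral control wells and 100% = double that signal; a rise in the Bmi1 reporter signal indicates esBAF inhibition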
E-sel inducer: E-selectin induction in HUVECs, primary screen, imaging, HUVEC, immunofluorescence imaging, single point; normalized: neutral wells 0, TNF-alpha wells 100; activation, % at 7.58 µM; P16581; actives 0.37% (n = 260,000); AID 686992, 2013;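 active means mean E-selectin-positive cell signal at least 10% of the positive control, reached in at least 60% of replicates, without over 20% cell loss; inconclusive means no rule given, readout overlaps actives, possibly toxicity-flagged; inactive means the rest, including those meeting only one limit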;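 further: in these data hits start at about 27%; measured in HUVEC primary endothelial cells; signal is the percent of cells scored E-selectin positive by PE staining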
Target sequence (P16581 whole entry, looked up): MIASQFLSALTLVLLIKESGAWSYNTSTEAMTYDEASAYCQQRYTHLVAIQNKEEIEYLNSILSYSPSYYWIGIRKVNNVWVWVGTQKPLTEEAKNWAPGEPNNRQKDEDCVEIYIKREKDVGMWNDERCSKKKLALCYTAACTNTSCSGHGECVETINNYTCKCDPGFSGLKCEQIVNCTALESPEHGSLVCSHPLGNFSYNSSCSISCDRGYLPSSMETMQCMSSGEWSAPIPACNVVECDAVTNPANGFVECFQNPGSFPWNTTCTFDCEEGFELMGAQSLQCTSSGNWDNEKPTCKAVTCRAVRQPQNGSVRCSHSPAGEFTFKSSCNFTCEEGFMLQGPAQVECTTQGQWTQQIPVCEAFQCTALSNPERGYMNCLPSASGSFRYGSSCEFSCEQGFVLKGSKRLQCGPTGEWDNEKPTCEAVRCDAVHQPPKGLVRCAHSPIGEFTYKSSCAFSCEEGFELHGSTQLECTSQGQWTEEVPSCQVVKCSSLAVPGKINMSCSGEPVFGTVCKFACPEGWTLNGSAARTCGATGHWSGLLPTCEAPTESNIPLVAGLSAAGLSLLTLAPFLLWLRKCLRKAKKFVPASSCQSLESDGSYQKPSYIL
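material = human umbilical vein endothelial cells (HUVEC), E-selectin induction | quantity = 3,000 cells/well | medium = EGM-2 growth medium on 0.1% gelatin-coated wells | technique = immunofluorescence imaging | read-out basis = % PE-positive cells | control set = TNF-alpha positive control, DMSO neutral control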
RAD52 anneal inh: RAD52 DNA annealing inhibitors, primary screen, biochemical, FRET, single point, set 2; DNA repair protein RAD52 homolog (Homo sapiens), P43351; recombinant RAD52 DNA annealing, FRET fluorescence; inhibition, % at 18.7 µM; actives 0.46% (n = 360,000); AID 651710, 2012;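 active means every replicate showing at least 50% inhibition; inconclusive means mean inhibition at least 50% but not in every replicate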
Target sequence (P43351 whole entry, looked up): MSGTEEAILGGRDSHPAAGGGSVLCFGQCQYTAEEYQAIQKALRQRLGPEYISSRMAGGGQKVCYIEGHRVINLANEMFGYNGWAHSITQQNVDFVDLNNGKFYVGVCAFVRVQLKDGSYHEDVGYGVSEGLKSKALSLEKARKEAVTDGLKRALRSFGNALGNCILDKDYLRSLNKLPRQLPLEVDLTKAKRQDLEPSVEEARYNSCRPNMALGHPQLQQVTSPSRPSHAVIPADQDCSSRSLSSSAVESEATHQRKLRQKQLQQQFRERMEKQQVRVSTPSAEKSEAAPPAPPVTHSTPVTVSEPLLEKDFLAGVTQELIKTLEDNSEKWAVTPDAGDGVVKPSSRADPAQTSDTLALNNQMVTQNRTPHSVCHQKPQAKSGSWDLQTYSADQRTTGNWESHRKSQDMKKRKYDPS
Active calls of the source: *; ? = inconclusive; nt = no result given.

#	structure	RAD54 branch	Xi reactivation	S100A4 inh HTS	ERp5 block	ERAP1 HTS inh	esBAF inh	E-sel inducer	RAD52 anneal inh
1	O=C(NCCCn1ccnc1)c1ccc(-c2cccc(C(F)(F)F)c2)o1	0	-0.1	-4	-12	5	0	nt	-7
2	CC(=O)n1c(C=Nc2ccc(Cl)cc2)c(O)c2ccccc21	-2	-0.1	0	-11	2	nt	nt	-368
3	Cc1cc(NC2C3CC4CC(C3)CC2C4)n2ncnc2n1 (configuration not stated)	3	nt	-3	-4	0	2	nt	-4
4	CCS(=O)(=O)c1ccc2oc(Nc3ccc(C(C)(C)C)cc3)nc2c1	0	0.0	-4	1	-3	4	4.8	4
5	O=C(Nc1cccc(F)c1)N1C[C@@H]2[C@H](c3ccccc31)[C@H](CO)N2C(=O)c1ccccc1F	-4	0.0	-6	1	-3	0	0.0	2
6	C[C@@H]1CN([C@H](C)CO)C(=O)Cc2cc(NC(=O)Cc3ccccc3)ccc2O[C@@H]1CN(C)CC1CC1	1	0.4	-5	1	1	0	-6.9	11
7	C[C@@H]1CN([C@H](C)CO)C(=O)Cc2cc(NS(C)(=O)=O)ccc2O[C@@H]1CN(C)Cc1ccc(C(F)(F)F)cc1	7	-0.4	-7	-2	3	-1	0.1	17
8	Cc1ccccc1CN1C[C@@H]2C[C@@H](c3ccc4nsnc4c3)N3CCC[C@@]23C1=O	nt	0.7	-4	-2	-3	-4	nt	-34
9	NC(=O)c1cc(N)ccc1N1CCCC1	12	nt	6	-6	4	-8	nt	8
10	O=C1N[C@@H](Cc2ccccc2)COCc2cn(nn2)CC[C@H]1Cc1ccccc1	nt	0.0	9	4	1	nt	-0.2	7
11	O=C(c1ccc([N+](=O)[O-])o1)N(Cc1nnc(-c2ccccc2Cl)o1)C1CC1	-9	0.2	2	2	-2	16	nt	-4
12	CCC(C)(C)C1CCC2(CC1)NC(=O)N(CC(=O)N(C)CC(=O)Nc1ccccc1C(F)(F)F)C2=O (configuration not stated)	-14	0.1	-11	6	3	7	nt	0
13	COCCNC(=O)C[C@H]1C[C@H]2c3cc(NS(=O)(=O)c4ccccc4)ccc3O[C@H]2[C@@H](CO)O1	3	0.1	-3	-8	-1	-4	0.5	0
14	CCOc1ccc(NC(=O)CN(C)C(=O)c2cc3c(s2)CCCCC3)cc1OCC	nt	-0.1	-4	8	-1	5	-1.8	-18
15	COCC(=O)NC[C@@H]1[C@H](c2ccccc2)[C@@H](CO)N1C(C)=O	1	0.3	2	-1	0	5	-0.1	-7
16	O=C(N/N=C/C1CCCCC1)c1ccccc1-n1cccc1	-1	-0.1	-2	-1	2	-4	-0.2	4
17	C[C@H]1CN([C@@H](C)CO)C(=O)Cc2cc(NC(=O)Nc3cccc4ccccc34)ccc2O[C@H]1CN(C)C	8	0.5	64	3	-3	-6	2.6	11
18	COc1ccc(CCNC(=O)C2CCCN(Cc3nc(-c4cccc(Cl)c4)oc3C)C2)cc1OC (configuration not stated)	-8	nt	-6	-2	0	2	nt	-4
19	Cc1cccc(CNS(=O)(=O)c2csc(C(N)=O)c2)c1	-2	0.3	-2	2	-2	0	nt	-7
20	O=C(NC1CCCC1)N1CCCCN2[C@@H](CO)[C@H](c3ccc(-c4ccccc4)cc3)[C@@H]2C1	-4	0.3	2	2	1	nt	-0.4	1
21	N#C/C(=C\c1ccc(Br)s1)C(=O)N1CCN(c2ccccc2)CC1	-3	0.1	-5	1	2	-2	0.9	-31
22	CCOC(=O)C1CCN(S(=O)(=O)c2ccc3c(c2)CC(=O)N3C)CC1	-2	0.3	3	4	101*	11	nt	-9
23	CC(C)NC(=O)Cn1c(=O)n(CC(=O)N2CCCCC2)c(=O)c2sccc21	11	0.2	-5	-3	0	-4	1.1	-8
24	C=C1CCC2[C@](C)(CO)[C@H](O)CC[C@@]2(C)[C@@H]1/C=C/C1=CCOC1=O (some centres not stated)	4	nt	0	-5	-1	2	nt	-10
25	CC(C)NC(=O)Nc1ccc2c(c1)CC(=O)N([C@@H](C)CO)C[C@@H](C)[C@@H](CN(C)Cc1ccncc1)O2	14	-0.6	11	-1	-1	-1	-0.2	-1
26	CC(c1ccccc1)N1C(=O)C2C3CCC(C3)C2C1=O (configuration not stated)	-1	0.0	nt	nt	nt	10	-0.1	nt
27	COc1cccc(COc2ccc3ccc(=O)oc3c2)c1	4	0.1	-8	-1	-1	39	0.2	-1
28	O=C(c1ccccc1)c1cc2c(cc1[N+](=O)[O-])OCCO2	nt	0.1	2	5	3	nt	nt	-15
29	COc1ccc(-c2nnc(SCC(=O)N3CCCC(C)C3)o2)c(OC)c1 (configuration not stated)	nt	nt	1	2	3	nt	nt	-1
30	CSc1cccc(NC(=O)Nc2ccccc2C(N)=O)c1	-6	0.0	-2	5	0	-28	nt	-12
31	C[C@@H]1CN([C@H](C)CO)C(=O)c2cc(NC(=O)CCN3CCOCC3)ccc2O[C@H]1CN(C)Cc1ccc(Cl)c(Cl)c1	-2	0.3	7	1	0	0	-6.0	-4
32	CO[C@H](CN(C)C(=O)c1ccccc1F)[C@H](C)CN([C@H](C)CO)S(=O)(=O)c1ccc(Cl)cc1	-7	0.0	-4	-2	0	-4	-0.1	-16
33	O=C(O)c1nc(NCCc2ccccc2)ncc1Cl	-1	0.2	-14	0	0	-5	nt	-9
34	CC(c1ccccc1)n1ccnc1CO (configuration not stated)	0	0.1	1	-2	1	1	nt	-5
35	COc1ccc(-c2nc3c(Cl)cc(C(F)(F)F)cn3c2Cc2cccc(Cl)c2)cc1OC	nt	0.0	-4	0	nt	nt	-1.6	-65
36	COc1ccc(NC(C)=O)cc1NC(=O)c1cccc(S(=O)(=O)N2CCN(Cc3ccccc3)CC2)c1	6	0.0	18	0	1	1	-0.1	-16
37	O=C(Nc1ccc(N2CCN(Cc3ccccc3F)CC2)cc1)c1ccccc1[N+](=O)[O-]	nt	0.3	-5	0	-1	nt	nt	-18
38	COc1ccc(NC(=O)Nc2cccc3c2O[C@H](CN(C)Cc2ccncc2)[C@@H](C)CN([C@H](C)CO)C3=O)cc1	-18	0.3	-4	-4	-1	6	nt	0
39	Cn1c(Cn2c(=O)sc3ccccc32)nnc1SCC(=O)Nc1ccccc1	2	0.2	1	-1	-2	-3	0.0	-11
40	CN(C)C(=O)[C@H]1[C@H](CO)[C@H]2Cn3c(cccc3=O)[C@@H]1N2CC1CCCCC1	-11	0.6	-1	12	1	3	-0.4	-11
41	O=C(NC1CCc2ccccc21)c1cc(COc2ccc(F)cc2F)on1 (configuration not stated)	nt	-0.1	7	1	2	nt	nt	-1
42	O=C1C(c2ccccc2)=[N+]([O-])c2ccccc21	2	0.0	-2	7	-1	15	0.0	-6
43	O=C(Cc1cccc(F)c1)N1CCOCC1	-11	0.0	8	4	-2	1	nt	-13
44	C[C@H](NC(=O)C[C@H]1C=C[C@@H](NC(=O)Cc2ccccn2)[C@H](CO)O1)c1ccccc1	4	0.1	-5	11	0	-3	0.2	-6
45	O=C1/C(=C\c2ccncc2)SC(=S)N1C1CCCCC1	nt	-0.1	27	9	1	nt	-1.3	-14
46	CCC(=O)Nc1cccc(Oc2nc(C)cc(C)c2C#N)c1	11	0.4	-1	4	-1	0	0.0	-2
47	CCOc1ccc(-n2c(SCC(=O)Nc3cc(C)on3)nc3c([nH]c4ccccc43)c2=O)cc1	1	0.0	-16	-1	4	-3	1.1	4
48	C[C@@H]1CN([C@H](C)CO)C(=O)Cc2cc(NS(C)(=O)=O)ccc2O[C@@H]1CN(C)S(=O)(=O)c1cn(C)cn1	-1	0.0	nt	nt	nt	6	?	nt
49	CC(C)c1ccc(CNc2cc(N3CCCC3)ccc2[N+](=O)[O-])cc1	0	nt	-1	3	2	11	nt	-1
50	COc1cccc(-c2cnc3c(c2)C(=O)N([C@H](C)CO)C[C@H](C)[C@H](CN(C)S(=O)(=O)c2ccc(F)cc2)O3)c1	-9	-0.2	-24	1	-3	3	0.0	9

New compounds follow.
#	structure	RAD54 branch	Xi reactivation	S100A4 inh HTS	ERp5 block	ERAP1 HTS inh	esBAF inh	E-sel inducer	RAD52 anneal inh
51	COCC#Cc1ccc([C@H]2[C@H]3CN(C(=O)COC)CCCCN3[C@H]2CO)cc1	-8	0.0	nt	-7	nt	nt	-0.2	nt
52	COc1ccc([N+](=O)[O-])cc1NC(=O)C(C)N1CCN(C(=O)c2ccco2)CC1 (configuration not stated)	-6	0.1	-2	9	-6	8	0.3	-18
53	COc1cccc(C(=O)Nc2ccc3c(c2)C(=O)N(C)C[C@H](OC)[C@@H](C)CN(C)[C@@H](C)CO3)c1	2	0.0	-6	1	-1	2	0.3	10
54	O=C(NN1C(=O)/C(=C/c2cccs2)SC1=S)c1ccncc1	nt	0.4	-8	2	8	nt	nt	-18
55	CCCN1C[C@H](C)[C@@H](OC)CN(C)C(=O)c2ccc(NC(=O)Nc3c(C)noc3C)cc2OC[C@@H]1C	-3	0.0	9	-2	3	-5	-0.2	7
56	COc1ccc(-c2csc(NC(=O)c3ccc(OCC(=O)N4CCOCC4)c(OC)c3)n2)cc1OC	nt	0.0	-4	-6	-5	nt	nt	-10
57	CC(=O)N1CCc2c(sc(NC(=O)C3CCCN3S(=O)(=O)c3cccs3)c2C#N)C1 (configuration not stated)	-2	0.0	-5	-1	3	-2	0.8	-46
58	CC(C)C[C@H](NC(=O)NC1CCCc2ccccc21)C(=O)O (some centres not stated)	1	-0.1	-5	-1	0	-1	4.1	-12
59	CC(C)n1nnnc1C1c2ccccc2C(=O)N1CCc1ccc(O)cc1 (configuration not stated)	nt	0.0	3	1	nt	nt	-0.2	-23
60	CC(C)CC#Cc1cnc2c(c1)C(=O)N([C@H](C)CO)C[C@@H](C)[C@H](CN(C)C(=O)c1cnccn1)O2	-3	-0.9	-3	-1	-2	-1	0.4	-10
61	O=C(O)c1cccnc1SC1CC(=O)N(c2cccc(C(F)(F)F)c2)C1=O (configuration not stated)	12	-0.1	1	3	3	-3	0.2	0
62	CN(Cc1ccc(C(C)(C)C)cc1)C(=O)c1ccc2c(c1)OCO2	-8	-0.2	-4	5	0	3	-0.4	0
63	CN(C)c1ccnc2sc3c(NCC(O)CO)ncnc3c12 (configuration not stated)	nt	0.2	2	1	-1	nt	0.4	-1
